# Source: PubChem BioAssay
# NFkB binder – binders of NF-kB p50 subunit, primary screen, biochemical, small molecule microarray, anti-His fluorescence; Nuclear factor NF-kappa-B p105 subunit (Homo sapiens), P19838; anti-His fluorescence binding; calls only; actives 1.3% (n = 17,000); AID 624139, 2012;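 active means spot fluorescence over background significantly raised, with a chance value under 7% in all four replicate spots of the compound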;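 further: probe protein is his-tagged human p50 processed subunit at 1 µg/ml; raw spot fluorescence signals with no normalization applied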
# Target sequence (P19838 1-433 limits assumed): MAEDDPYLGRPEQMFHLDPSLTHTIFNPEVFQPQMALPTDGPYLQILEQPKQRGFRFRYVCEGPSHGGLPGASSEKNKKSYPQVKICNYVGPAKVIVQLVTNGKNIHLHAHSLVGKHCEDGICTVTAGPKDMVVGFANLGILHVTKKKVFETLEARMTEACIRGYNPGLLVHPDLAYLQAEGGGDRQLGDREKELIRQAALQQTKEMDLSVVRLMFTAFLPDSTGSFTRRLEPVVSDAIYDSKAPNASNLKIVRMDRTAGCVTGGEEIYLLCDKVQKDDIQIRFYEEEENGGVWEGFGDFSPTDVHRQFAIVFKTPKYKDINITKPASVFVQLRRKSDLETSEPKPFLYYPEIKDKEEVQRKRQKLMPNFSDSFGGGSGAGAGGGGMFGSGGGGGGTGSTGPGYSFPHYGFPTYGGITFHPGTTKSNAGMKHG
# Calls only; i = inactive; + = active, no number.
canonical_smiles	NFkB binder
Cc1ccc(-c2cc(C(=O)NCCCN3CCOCC3)c3cc(Br)ccc3n2)cc1	i
Cc1noc(C)c1S(=O)(=O)N(C)C[C@H]1Oc2ccc(NS(=O)(=O)c3cn(C)cn3)cc2C(=O)N([C@@H](C)CO)C[C@H]1C	i
Cc1ccc(CCN=c2c([N+](=O)[O-])nn(-c3ccc4c(c3)OCCO4)n2O)cc1	i
C[C@@H]1CN([C@H](C)CO)C(=O)Cc2cc(NC(=O)NC3CCCCC3)ccc2O[C@H]1CN(C)Cc1ccc(C(=O)O)cc1	i
C[C@H]1CN([C@@H](C)CO)C(=O)CCCn2cc(nn2)CO[C@H]1CN(C)Cc1ccc(C(F)(F)F)cc1	i
C=C(C(=O)O[C@@H]1O[C@H](CO)[C@@H](O)[C@H](O)[C@H]1O)[C@@H]1CC[C@@]2(C)C[C@H](O)C[C@@](C)(O)C2C1 (stereo not given in full)	i
CCCC(O)C#Cc1cnc2c(c1)C(=O)N([C@H](C)CO)C[C@H](C)[C@H](CN(C)Cc1ccccc1)O2 (stereo not given in full)	i
COc1ccc(NC(=O)c2c(-c3ccccc3)csc2NC(=O)CN2CCOCC2)cc1	i
C[C@@H]1CCCCO[C@H](CN(C)C(=O)C2CCCCC2)[C@@H](C)CN([C@@H](C)CO)C(=O)c2cc(NC(=O)Nc3ccc(F)cc3)ccc2O1	i
Cc1cccc(C)c1OCC(=O)Nc1cccc(NC(=O)c2ccco2)c1	i
C[C@@H]1CCCCO[C@@H](CN(C)Cc2ccccc2)[C@@H](C)CN([C@@H](C)CO)C(=O)c2cc(NC(=O)Nc3ccc4c(c3)OCO4)ccc2O1	i
C[C@H]1CN([C@@H](C)CO)C(=O)c2cccc(NC(=O)c3cnccn3)c2O[C@H]1CN(C)C(=O)NC1CCCCC1	i
COC(=O)c1sc2nc(-c3ccccc3)nc(Nc3nc(C)cc(C)n3)c2c1C	i
O=C(O)c1ccc(Cl)c(S(=O)(=O)N2CCCC2C(=O)O)c1 (stereo not given)	i
C[C@H](CO)N1C[C@H](C)[C@H](CN(C)C(=O)NC2CCCCC2)Oc2c(NC(=O)c3nc4ccccc4s3)cccc2C1=O	i
COc1cc(O)c(C(=O)c2c(C)cc(O)cc2OC)c(O)c1	i
COc1ccc(CN(C)C[C@H]2Oc3c(NC(=O)Nc4c(C)noc4C)cccc3C(=O)N([C@H](C)CO)C[C@H]2C)cc1	i
CC(C)Oc1ccccc1NC(=O)CSc1nnc(-c2ccccc2Cl)o1	i
C[C@@H]1CN([C@@H](C)CO)C(=O)c2cccc(NS(=O)(=O)c3ccc(Cl)cc3)c2O[C@@H]1CN(C)C	i
O=C(Cc1cccc2ccccc12)Nc1ccc(O)cc1C(=O)O	i
CO/N=C(\C(=O)N[C@@H]1C(=O)N2C(C(=O)O)=C(COC(N)=O)CS[C@H]12)c1ccco1	i
C[C@H](CO)N1C[C@H](C)[C@H](CN(C)S(=O)(=O)c2ccccc2)Oc2ncccc2C1=O	i
C[C@@H]1CCCCO[C@@H](CN(C)C(=O)c2ccccc2)[C@@H](C)CN([C@H](C)CO)C(=O)c2cc(NS(=O)(=O)c3cn(C)cn3)ccc2O1	i
Cc1ccc(S(=O)(=O)N(C)C[C@@H]2Oc3ccc(NC(=O)CCC(F)(F)F)cc3C(=O)N([C@H](C)CO)C[C@H]2C)cc1	i
Cn1ccnc1CN1CCN(Cc2nccn2C)CC1	i
C[C@@H]1CN([C@@H](C)CO)C(=O)c2cccc(NC(=O)NC3CCCCC3)c2O[C@@H]1CN(C)C(=O)NC1CCCCC1	i
Cc1ccc(-n2c(SCC(=O)Nc3ccccc3-c3ccccc3)nc3ccccc3c2=O)cc1	i
C[C@H](CO)N1C[C@H](C)[C@@H](CN(C)C(=O)CCCN(C)C)OCCCC[C@H](C)Oc2ccc(N(C)C)cc2C1=O	i
Cc1ccccc1-c1nnc(SCC(=O)Nc2ccc(S(N)(=O)=O)cc2)n1C	i
CC(Sc1nnc(-c2ccc(Br)cc2)n1-c1ccccc1)C(=O)O (stereo not given)	i

# Random excerpt: 6 compounds from above.
canonical_smiles	NFkB binder
C=C(C(=O)O[C@@H]1O[C@H](CO)[C@@H](O)[C@H](O)[C@H]1O)[C@@H]1CC[C@@]2(C)C[C@H](O)C[C@@](C)(O)C2C1 (stereo not given in full)	i
C[C@@H]1CN([C@H](C)CO)C(=O)Cc2cc(NC(=O)NC3CCCCC3)ccc2O[C@H]1CN(C)Cc1ccc(C(=O)O)cc1	i
CCCC(O)C#Cc1cnc2c(c1)C(=O)N([C@H](C)CO)C[C@H](C)[C@H](CN(C)Cc1ccccc1)O2 (stereo not given in full)	i
Cc1cccc(C)c1OCC(=O)Nc1cccc(NC(=O)c2ccco2)c1	i
COC(=O)c1sc2nc(-c3ccccc3)nc(Nc3nc(C)cc(C)n3)c2c1C	i
CC(Sc1nnc(-c2ccc(Br)cc2)n1-c1ccccc1)C(=O)O (stereo not given)	i

# The main list resumes, starting 2 compounds before the break.
canonical_smiles	NFkB binder
Cc1ccccc1-c1nnc(SCC(=O)Nc2ccc(S(N)(=O)=O)cc2)n1C	i
CC(Sc1nnc(-c2ccc(Br)cc2)n1-c1ccccc1)C(=O)O (stereo not given)	i
C[C@H](CO)N1C[C@H](C)[C@@H](CN(C)C(=O)NC2CCCCC2)Oc2c(NC(=O)c3ccc(-c4nccs4)cc3)cccc2C1=O	i
COc1cc(OC)nc(NC(=O)CSc2nc3ccccc3s2)n1	i
Cn1nnc(NC(=O)COc2ccc(C3CCCCC3)cc2)n1	i
COc1cc2c(cc1OC)N1C(=O)C[C@]34C=CCN5CC[C@@H]2[C@@H](CC3)[C@]514	i
C[C@@H]1CN([C@H](C)CO)C(=O)Cc2cc(NC(=O)Nc3cccc4ccccc34)ccc2O[C@@H]1CN(C)S(=O)(=O)c1cn(C)cn1	i
C=CC[C@]1(C(=O)N2CCCCC2)N=C(c2ccc(OCCCO)cc2)O[C@H]1c1ccccc1	i
O=C1c2c(O)cc(O)c([C@@H]3C(=O)c4c(O)cc(O)cc4O[C@H]3c3ccc(O)cc3)c2O[C@@H](c2ccc(O)cc2)[C@@H]1O	i
C[C@@H]1CN([C@H](C)CO)C(=O)c2cc(NC(=O)CCC(F)(F)F)ccc2O[C@@H](C)CCCCO[C@H]1CN(C)Cc1ccccc1	i
COC(=O)COc1ccc(C2NC(=S)NC(C)=C2C(=O)OC)cc1 (stereo not given)	i
C[C@@H]1CN([C@H](C)CO)C(=O)c2cccc(NC(=O)Nc3ccc(C(F)(F)F)cc3)c2O[C@H]1CN(C)C(=O)Nc1ccc(F)cc1	i
CC(C)NC(=O)Nc1ccc2c(c1)C(=O)N([C@H](C)CO)C[C@H](C)[C@H](CN(C)Cc1ccccc1)OCCCC[C@H](C)O2	i
CC(C)OC(=O)CSc1nnc(-c2ccccn2)n1-c1ccccc1	i
C[C@@H]1CN([C@H](C)CO)C(=O)c2cc(NC(=O)C3CC3)ccc2O[C@H]1CN(C)C(=O)Nc1cccc2ccccc12	i
C[C@H](CO)N1C[C@H](C)[C@@H](CN(C)C(=O)NC2CCCCC2)Oc2ccc(NS(C)(=O)=O)cc2C1=O	i
CC(C)NC(=O)Nc1ccc2c(c1)C(=O)N([C@@H](C)CO)C[C@@H](C)[C@@H](CN(C)S(=O)(=O)c1ccccc1)OCCCC[C@H](C)O2	i
Cc1noc(C)c1NC(=O)N(C)C[C@@H]1OCCCC[C@@H](C)Oc2ccc(NS(=O)(=O)c3cccs3)cc2C(=O)N([C@H](C)CO)C[C@H]1C	i
Cc1noc(C)c1NC(=O)N(C)C[C@@H]1Oc2ccc(NC(=O)CCN3CCOCC3)cc2C(=O)N([C@H](C)CO)C[C@@H]1C	i
C[C@H](CO)N1C[C@H](C)[C@@H](CN(C)C(=O)Nc2ccc(C(F)(F)F)cc2)OCCCC[C@H](C)Oc2ccc(N(C)C)cc2C1=O	i
Cc1ccc(C(=O)CSc2nsc3sc(C(=O)c4ccc(C)cc4)c(N)c23)cc1	i
Cc1noc(C)c1S(=O)(=O)Nc1ccc2c(c1)C(=O)N([C@@H](C)CO)C[C@H](C)[C@@H](CN(C)C(=O)NC1CCCCC1)O2	i
C[C@H](CO)N1C[C@H](C)[C@H](CN(C)S(=O)(=O)c2ccc(Cl)cc2)Oc2ccc(NC(=O)NC3CCCCC3)cc2C1=O	i
C=CCNC(=O)[C@H]1[C@@H]2C(=O)O[C@@H](c3ccccc3)[C@@H](c3ccccc3)N2[C@@H](c2ccc(OCCO)cc2)[C@]12C(=O)N(C(=O)OCCOC)c1ccc(C#CC3(O)CCCCCC3)cc12	i
Cc1ccc(S(=O)(=O)N(C)C[C@@H]2OCCCC[C@@H](C)Oc3ccc(NC(=O)c4ccccc4)cc3C(=O)N([C@@H](C)CO)C[C@@H]2C)cc1	i
C[C@@H]1CN([C@@H](C)CO)C(=O)Cc2cc(NC(=O)Nc3ccc4c(c3)OCO4)ccc2O[C@@H]1CN(C)C(=O)Nc1ccc2c(c1)OCO2	i
CC(C)(C)[C@@H]1C=C(C(=O)N2CCCCCCC2)O[C@H](OCCCCO)C1	i
CN(Cc1nc(-c2ccccc2)no1)S(=O)(=O)c1ccccc1	i
C[C@@H]1CN([C@@H](C)CO)C(=O)CCCn2cc(nn2)CO[C@H]1CN(C)C(=O)Oc1ccccc1	i
O=C(O)C1=C[C@H](c2csc3ccccc23)C[C@H](OCc2ccc(CO)cc2)O1	i
NCCNc1ccc([N+](=O)[O-])c(NCCO)c1	i
O=C(Nc1cccc([N+](=O)[O-])c1)C1CCCN(S(=O)(=O)c2ccc(F)cc2)C1 (stereo not given)	i
C[C@H]1CN([C@@H](C)CO)C(=O)c2cccc(NS(=O)(=O)c3cn(C)cn3)c2O[C@@H]1CN(C)Cc1ccc2c(c1)OCO2	i
Cc1ccc(C(=O)O)cc1NC(=O)COc1ccc(I)cc1	i
O=C(CCN1C(=O)c2ccccc2C1=O)Nc1ccccc1-c1ccccc1	i
O=C(Nc1cccc([N+](=O)[O-])c1)Nc1nn(Cc2ccc(Cl)c(Cl)c2)cc1Cl	i
CC(C)NC(=O)N(C)C[C@@H]1OCCCC[C@H](C)Oc2ccc(NC(=O)Nc3cccc4ccccc34)cc2C(=O)N([C@H](C)CO)C[C@@H]1C	i
COc1ccc(CN(C)C[C@@H]2Oc3ccc(NS(=O)(=O)c4ccc(OC)cc4)cc3C(=O)N([C@@H](C)CO)C[C@@H]2C)cc1	i
Cc1ccc(-n2c(C)nnc2SCC(=O)Nc2c(C)cccc2C)cc1C	i
CC(C)NC(=O)Nc1ccc2c(c1)C(=O)N([C@@H](C)CO)C[C@H](C)[C@H](CN(C)Cc1ccccc1)O2	i
COC(=O)c1c2oc(c1C(=O)OC)C(=O)N[C@@H](Cc1ccccc1)Cn1cc(nn1)CNC(=O)[C@@H](Cc1ccccc1)NC(=O)N[C@@H](CO)CC2	i
C[C@H]1CCCCO[C@@H](CN(C)Cc2ccccc2)[C@@H](C)CN([C@@H](C)CO)C(=O)c2cc(NS(C)(=O)=O)ccc2O1	i
C/C=C(\C)C(=O)O[C@H]1[C@H](OC(C)=O)[C@@]2(CO)C(CC1(C)C)C1=CCC3[C@@]4(C)CC[C@H](O[C@@H]5O[C@H](C(=O)O)[C@@H](O)[C@H](O[C@@H]6O[C@H](CO)[C@H](O)[C@H](O)[C@H]6O[C@@H]6O[C@@H](C)[C@H](O)[C@@H](O)[C@H]6O)[C@H]5O[C@@H]5O[C@H](CO)[C@@H](O)[C@H](O)[C@H]5O)C(C)(C)C4CC[C@@]3(C)[C@]1(C)C[C@H]2O (stereo not given in full)	+
CS(=O)(=O)NC(C(=O)O)c1ccccc1 (stereo not given)	i
COc1ccc(S(=O)(=O)Nc2ccc3c(c2)C(=O)N([C@@H](C)CO)C[C@@H](C)[C@H](CN(C)CC2CC2)O3)cc1	i
CC(C)(O)C1Cc2cc(CCc3cc(O)cc(O)c3)ccc2O1 (stereo not given)	i
COc1cc(NC(=O)COc2ccc([N+](=O)[O-])cc2)ccc1NC(=O)c1ccccc1Cl	i
COc1ccc(C(=O)Nc2ccc3nc(SCC(=O)N4CCOCC4)sc3c2)cc1OC	i
C[C@H]1CN([C@@H](C)CO)C(=O)c2cccc(NC(=O)Nc3ccc4c(c3)OCO4)c2O[C@H]1CN(C)Cc1ccc(-c2ccccc2)cc1	i
CNC(=O)CN(c1cc(C)ccc1C)S(=O)(=O)c1ccccc1	i
Cc1noc(C)c1S(=O)(=O)Nc1ccc2c(c1)C(=O)N([C@H](C)CO)C[C@@H](C)[C@H](CN(C)C)O2	i
C[C@@H]1CN([C@@H](C)CO)C(=O)Cc2cc(NS(C)(=O)=O)ccc2O[C@H]1CN(C)C(=O)Nc1ccc(C(F)(F)F)cc1	i
C[C@@H]1CN([C@@H](C)CO)C(=O)c2cccc(NS(=O)(=O)c3ccccc3)c2O[C@@H]1CN(C)C	i
COc1ccc(S(=O)(=O)N(C)C[C@@H]2Oc3c(NC(=O)c4cc(C)nn4C)cccc3C(=O)N([C@@H](C)CO)C[C@@H]2C)cc1	i
CCCCC[C@H](O)/C=C/[C@H]1C(=O)C=C[C@@H]1C/C=C\CCCC(=O)O	i
COc1ccccc1NC(=O)CSc1nc(O)cc(=O)n1-c1ccccc1OC	i
CCC(=O)c1ccccc1OCCCn1cncn1	i
C[C@@H]1O[C@@H](O[C@@H]2[C@@H](O)[C@H](O)[C@@H](CO)O[C@H]2c2c(O)cc3oc(-c4ccc(O)cc4)cc(=O)c3c2O)[C@H](O)[C@H](O)[C@H]1O	i
C[C@@H]1CN([C@H](C)CO)C(=O)CCCn2cc(nn2)CO[C@H]1CN(C)C(=O)Nc1cccc2ccccc12	i

# Only part of the results is shown (hit frequency here may not be typical).
